Source: PubChem
NR2E3 ag-1 – inhibitors of NR2E3-RetCOR corepressor binding, primary screen, NR2E3 agonist project, biochemical, TR-FRET, GST-NR2E3, biotin-RetCOR; 1536-well; inhibition of corepressor binding, % at 4.78 µM; 0.12% of 320,000 active; AID 2300, 2010;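 active = percent inhibition above the cutoff of mean plus 3 SD of all tested compounds, set per screening campaign, cut at about 20% in these data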;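 also: 0% = DMSO wells and 100% = biotin wells as full block of FRET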
Target sequence (Q9Y5X4 whole entry, looked up): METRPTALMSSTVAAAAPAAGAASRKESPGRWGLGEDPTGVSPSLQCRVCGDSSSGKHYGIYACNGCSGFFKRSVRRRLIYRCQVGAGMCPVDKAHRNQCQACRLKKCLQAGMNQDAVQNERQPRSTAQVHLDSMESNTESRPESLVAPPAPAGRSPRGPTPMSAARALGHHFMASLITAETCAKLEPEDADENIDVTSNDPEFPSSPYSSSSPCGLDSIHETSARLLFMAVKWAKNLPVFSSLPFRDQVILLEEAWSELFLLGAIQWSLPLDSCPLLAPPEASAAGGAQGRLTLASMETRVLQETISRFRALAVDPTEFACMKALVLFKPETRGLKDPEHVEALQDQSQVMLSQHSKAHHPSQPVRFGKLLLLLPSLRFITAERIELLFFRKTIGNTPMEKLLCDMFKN
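Assay system: NR2E3–RetCOR corepressor complex. Quantity: 1.35 nM GST-NR2E3. Buffer or medium: pH 7.5 Tris-based buffer. Reagent: biotinylated RetCOR corepressor at 7 nM final. Schedule: 5 h at 4 °C. Detection: TR-FRET, emission read at 617 and 671 nm. Replicates: one well per compound, singlicate testing.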
TROY signal inh – inhibitors of TROY-driven NF-kB signaling, primary screen, Q293 LMP1-TROYcd cells, NF-kB luciferase, uHTS. Q293 LMP1-TROYcd NF-kB luciferase reporter, 4 h. inhibition, % at 10 µM. 0.98% of 360,000 active;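 active = compounds whose plate-normalised and pattern-corrected inhibition of the luciferase reporter signal at the single screening dose is 50% or more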
Shn3 3UTR inh – reduction of Shn3 3'UTR firefly luciferase signal, primary screen, Schnurri-3 inhibitor project, cell-based, Clone20 osteoblasts, set 2. Clone20 osteoblast Shn3 3'UTR firefly luciferase, 24 h. inhibition, % at 12.5 µM. 0.52% of 360,000 active. AID 588674, 2011;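 active = mean inhibition of at least 75% with every replicate also reaching 75%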;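 also: 0% = median of neutral control wells and 100% = pilot-screen positive control compound; some compounds past the cut are filed as inactive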
NR2E3 ag-2 – NR2E3 agonists in two-hybrid cells, primary screen, cell-based, luminescence, CHO-S, Gal4-NCOR/VP16-NR2E3; AID 602229, 2012; Photoreceptor-specific nuclear receptor (Homo sapiens), Q9Y5X4; 0.35% of 360,000 active; luciferase; inhibition of corepressor binding, % at 3.98 µM;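 active = inhibition above the mean of all tested compounds plus 3 SD, cut at about 70% in these data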;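 also: 0% = DMSO with NR2E3 transfected cells and 100% = cells lacking NR2E3 construct; higher means lower luciferase signal from less NR2E3 corepressor binding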
TRAIL sens C8 – viability loss with TRAIL in NB7+C8 cells, primary screen, TRAIL sensitizer project, cell-based, ATPlite luminescence | 1% of 360,000 active | AID 624354, 2012 | inhibition (viability loss, TRAIL sensitization), % at 10 µM;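 active = compounds causing at least 50% loss of cell viability in the single-dose screen, relative to plate controls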
KKLEB tox – cytotoxicity in KKLEB CF airway cells, primary screen, cytotoxicity control for CF NF-kB inhibitor project, cell-based, uHTS, fluorescence assay plates; 0.36% of 360,000 active; activity change (cytotoxicity), % at 5 µM; KKLEB CF airway cells viability, ATPlite luminescence, overnight; stronger effect = lower value; cells stimulated with P. aeruginosa culture filtrate;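 active = corrected activity change at or below -50% at 5 µM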
Peg3 promoter – Peg3 promoter-driven luciferase inhibitors, primary screen, cell-based, HeLa, luciferase luminescence | inhibition, % at 20 µM | 1.7% of 360,000 active | HeLa PEG-Prom luciferase reporter, overnight | AID 588405, 2011;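 active = inhibition of at least 50% at 20 µM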
MITF TRPM1 inh – inhibitors of MITF-dependent TRPM1 promoter reporter, primary screen, cell-based, SK-MEL-5, single point, luciferase | SK-MEL-5 TRPM1 promoter luciferase, 24 h | inhibition, % at 12.5 µM | 0.83% of 330,000 active | AID 488899, 2010;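 active = mean inhibition across replicates of 60% or more, whatever share of single replicates reaches that level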; also: values of inactives mirror those of a sister screen read the other way
TWEAK Fn14 block – inhibitors of TWEAK-Fn14 signaling, primary screen, luciferase reporter cells, uHTS; inhibition, % at 10 µM; 2% of 360,000 active; TWEAK-stimulated Fn14 reporter cells, luciferase luminescence, 8 h; in the data active = inhibition above about 50%
HIF-2a block – HIF-2a reporter inhibitors, primary screen, luminescence, 786-0 RCC cells; 0.72% of 360,000 active; 786-0 RCC cells HIF-2a reporter, luciferase luminescence, overnight; inhibition, % at 18.8 µM;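 active = inhibition of the luminescence signal of 40% or more relative to plate controls, in a single-dose primary screen at 18.75 µM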
CF NFkB block – inhibitors of PAF-induced NF-kB signaling, primary screen, cell-based, GFP fluorescence, uHTS; KKLEB NF-kB-GFP reporter, GFP fluorescence overnight; inhibition, % at 5 µM; 0.86% of 360,000 active; AID 588850, 2011;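 active = at least 50% inhibition at 5 µM, scaled per plate between neutral and stimulator controls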;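 also: PAF is a Pseudomonas aeruginosa culture filtrate used as stimulus; plate controls were PAF-stimulated DMSO wells for no effect and unstimulated DMSO wells for full effect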
* = called active by the depositor; . = no result given; & = joins results of further samples.

Molecule	CF NFkB block	TWEAK Fn14 block	TROY signal inh	HIF-2a block	Shn3 3UTR inh	MITF TRPM1 inh	Peg3 promoter	KKLEB tox	NR2E3 ag-2	NR2E3 ag-1	TRAIL sens C8
Cc1ccc(Cn2c(C)cc3c(c2=O)C(c2cccs2)C(C#N)=C(N)O3)cc1 (stereo unspecified)	0	-1	5	-12	-2	10	-14	3	-14	-4	-1
Cc1cccc(OC(=O)NCCOC(=O)N(O)c2ccc(Cl)cc2)c1	16	7	25	10	35	3	10	-10	81*	3	4
Cc1ccc(C(=O)NNC(=O)c2n[nH]c(=O)c3ccccc23)cc1C	7	-36	-64	-175	-18	-16	-94	-2	-35	3	-17
CCOc1ccc(C(=O)CC(C(=O)O)N2CCCCC2)cc1 (stereo unspecified)	8	0	-29	-6	-8	2	-7	7	-1	0	-20
CCCCN1CC[C@H]2C=CC[C@@H](C(=O)Nc3ccc(OC)cc3)[C@H]2C1=O	-15	1	10	3	-6	9	5	0	-5	3	0
CCOC(=O)C(C(=O)Nc1ccccc1C)C1CCCCC1 (stereo unspecified)	-2	-13	13	5	21	-7	9	5	-11	0	-3
Cc1noc(C)c1NC(=O)Nc1ccc2c(c1)C(=O)N([C@@H](C)CO)C[C@@H](C)[C@H](CN(C)C(=O)Nc1cccc3ccccc13)OCCCC[C@H](C)O2	5	39	16	-4	17	.	14	10	-16	.	2
CCOC(=O)C1CCCN(CCCc2ccccc2)C1 (stereo unspecified)	-1&-8	7&16	-12&3	-10&3	11&12	-1	5&-7	14&4	-27&-3	0&-2	7&-2
Cc1cccc(OCC(=O)N/N=C/c2ccc3c(c2)OCO3)c1	-28	-10	8	25	-22	4	12	-3	17	3	4
Cc1nn(Cc2ccccc2)c(Cl)c1/C=C1\NC(=S)NC1=O	0	11	13	18	0	0	-2	5	-8	2	-7

Molecule	CF NFkB block	TWEAK Fn14 block	TROY signal inh	HIF-2a block	Shn3 3UTR inh	MITF TRPM1 inh	Peg3 promoter	KKLEB tox	NR2E3 ag-2	NR2E3 ag-1	TRAIL sens C8
CC(C)NC(=O)C(=O)NCc1ccccn1	-12	-25	-1	-4	-4	4	18	8	-2	-2	-4
Cc1ccc(NS(=O)(=O)c2ccc3c(c2)CCC(=O)N3)cc1C	-13&-10	7&5	15&-1	11&13	12&-1	8	10&-5	6&5	18&-1	-2	-10&-7
CCOc1ccc(S(=O)(=O)Nc2ccccc2SC)c2cccnc12	-1	12	-3	15	14	5	15	5	-14	-1	-1
CCOc1ccc(N(C(=O)Cn2nnc3ccccc32)C(C(=O)NC(C)(C)CC)c2cccn2C)cc1 (stereo unspecified)	4	-12	-60	-45	0	-1	7	5	-7	0	-9
CCCCc1nc(Cl)c(CO)n1Cc1ccc(-c2ccccc2-c2nn[nH]n2)cc1	10	8	5	2	-3	-2	-8	9	6	2	6
O=[N+]([O-])c1ccc(N/N=C\c2ccccc2OCc2ccccc2)cc1	2	-22	9	-4	17	-13	12	16	11	1	2
CSc1cccc(NC(=O)CCCNC(=O)c2ccc(Cl)cc2)c1	-1	-5	-17	8	18	-3	27	10	-9	2	12
COc1cc(OC)cc(OCC(O)Cn2cnc3cc(C)c(C)cc32)c1 (stereo unspecified)	-7	10	12	3	51	17	27	-12	1	2	10
C(=Cc1cnnc2ccccc12)c1ccccc1	1	17	-52	-237	-21	-45	-236	9	-85	.	-1
Cc1ccc(Oc2ccc(C(=O)NC3CCSC3=O)cn2)cc1 (stereo unspecified)	8	-19	-12	-36	-21	-13	-11	0	-11	3	-7

Molecule	CF NFkB block	TWEAK Fn14 block	TROY signal inh	HIF-2a block	Shn3 3UTR inh	MITF TRPM1 inh	Peg3 promoter	KKLEB tox	NR2E3 ag-2	NR2E3 ag-1	TRAIL sens C8
CCOC(=O)NC(=O)c1cn(CCN(C)C)c(=O)[nH]c1=O	0	-1	10	13	0	-8	-1	-14	-4	2	-3
Cc1nonc1NC(=O)c1oc2ccc(F)cc2c1C	-12	-14	-13	-63	-11	-7	-52	1	-19	-1	9
Cc1cccc(N2CCN(S(=O)(=O)c3ccc4c(c3)CC(C)N4C(=O)C3CC3)CC2)c1C (stereo unspecified)	2	8	17	16	48	8	15	-2	53	-2	9
Cc1cc(NCc2cccnc2)no1	-10	-3	-3	15	6	3	-6	6	1	1	11
C[C@H](CO)N1C[C@H](C)[C@@H](CN(C)S(=O)(=O)c2cn(C)cn2)Oc2c(NC(=O)Nc3ccc4c(c3)OCO4)cccc2C1=O	-5	4	-3	3	-17	-5	-2	-1	-8	.	9
Cc1cccc2c(-c3ccccc3)cc(=O)[nH]c12	-5	7	7	-8	8	17	4	-1	-11	1	5
Clc1ccc(-c2ccnc3nc(N4CCOCC4)nn23)c(Cl)c1	-43	15	-4	10	-4	-7	2	7	16	.	11
CCCCCOC(=O)CC(C(=O)OCCCCC)N1CCCCC1 (stereo unspecified)	8	14	-15	12	10	9	0	-12	4	2	5
CC1=CC(c2ccccc2)=Nc2ccc(C)cc2N1	7	33	-43	-148	-64	-21	-293	0	-130	3	32
CC(=O)Nc1ccc(CN(C)c2c(C)nc3ccc(C(=O)N4CCN(C(C)=O)CC4)cn23)cc1	4	-16	-21	-3	-12	.	-7	-1	-13	.	-3

Molecule	CF NFkB block	TWEAK Fn14 block	TROY signal inh	HIF-2a block	Shn3 3UTR inh	MITF TRPM1 inh	Peg3 promoter	KKLEB tox	NR2E3 ag-2	NR2E3 ag-1	TRAIL sens C8
Clc1ccccc1-c1nnc(CNC2CC2)o1	1	3	3	-10	-12	-1	-18	0	-8	-4	-11
O=c1oc(-c2cccs2)nc2c1cnn2-c1ccccc1	2	-4	-15	14	7	13	28	-5	10	1	-20
Cc1cccc(NC(=O)CSc2n[nH]c(-c3cccnc3)n2)c1	15	29	-4	17	-25	-8	5	-2	-17	-1	22
O=C(CCNC(=O)c1ccc(Br)cc1)Nc1ccc(S(=O)(=O)N2CCCCC2)cc1	15	0	14	14	9	-8	3	-5	8	.	6
COc1cc(/C=N/Nc2nc(C)cc(=O)[nH]2)ccc1O	-11	-4	-14	12	-7	8	6	1	-30	-3	12
COc1ccc(C)cc1N(CC(=O)Nc1ccc2c(c1)OCCO2)S(C)(=O)=O	7	15	-10	9	-1	-9	11	-1	0	-6	-3
O=C(CSc1nnc(CNC(=O)c2cccs2)o1)Nc1ccc2c(c1)OCO2	-3	4	0	14	-5	-13	4	2	14	2	-10
CCCCN(CC)CCCNC(=S)Nc1ccc2nc(N3CCN(C)CC3)cc(C)c2c1	-13	-9	-5	-12	13	-6	-6	1	11	7	-16
COC(=O)c1ccccc1NS(=O)(=O)c1cn(C)c(=O)n(C)c1=O	-1	2	2	3	-13	6	-3	6	5	7	-2
CCCCN(C(=O)C1CCN(C(=O)c2ccccc2C)CC1)c1c(N)n(CCC)c(=O)[nH]c1=O	4	-3	-4	-4	-7	0	-5	-6	1	.	-8

Molecule	CF NFkB block	TWEAK Fn14 block	TROY signal inh	HIF-2a block	Shn3 3UTR inh	MITF TRPM1 inh	Peg3 promoter	KKLEB tox	NR2E3 ag-2	NR2E3 ag-1	TRAIL sens C8
Cn1c(=O)c(NC2CCCCC2)c2c3c(cccc31)C(=O)c1ccccc1-2	-98	-25	-41	35	17	8	22	-20	-16	.	-5
CCOC(=O)C1Nc2ccc(OC(F)(F)F)cc2C2C=CCC12 (stereo unspecified)	12	-3	4	0	-1	7	8	-5	18	5	0
CCOc1ccc(-n2nnnc2SCC(=O)Nc2ccc(NC(C)=O)cc2)cc1	3	-13	13	15	-5	0	12	-6	20	0	-4
O=C(O)c1ccc(N/N=C2/CCSc3ccc(F)cc32)cc1	18	-25	-14	-15	-2	-13	2	-2	-29	1	5
CCOc1ccc(C(=S)N2CCOCC2)cc1	5	12	1	12	2	1	1	1	-18	2	4
O=c1cc(O)n(-c2ccc(F)cc2)c(=S)[nH]1	-3	11	6	10	-27	-7	6	-9	-3	-1	8
O=C(CSc1nnc2ccccn12)NNC(=O)c1ccccc1	-1	-10	0	17	-11	-10	8	-4	-2	2	-4
CC1CCc2nn(CC(=O)NC3CCCC3)cc2C1 (stereo unspecified)	-4	-2	-31	-49	-9	-30	-25	7	-36	1	7
Cc1nc(-c2ccc(C(=O)NCCO)cc2)cs1	-1	0	-19	-87	-3	-16	-53	-5	-22	4	6
COC(=O)C1CCN(C(=O)COC(=O)c2cc(-c3ccccc3)nc3ccc(OC)cc23)CC1	-1	3	6	-21	-22	-1	50	-12	2	4	11
CCCn1c(=O)c2ccccc2n2c(SCC(N)=O)nnc12	0	2	23	21	-8	0	12	2	-1	1	0

Part of the list above, with values under each structure:
Each structure is followed by: CF NFkB block	TWEAK Fn14 block	TROY signal inh	HIF-2a block	Shn3 3UTR inh	MITF TRPM1 inh	Peg3 promoter	KKLEB tox	NR2E3 ag-2	NR2E3 ag-1	TRAIL sens C8
O=c1cc(O)n(-c2ccc(F)cc2)c(=S)[nH]1
    -3	11	6	10	-27	-7	6	-9	-3	-1	8
O=C(CSc1nnc2ccccn12)NNC(=O)c1ccccc1
    -1	-10	0	17	-11	-10	8	-4	-2	2	-4

Only part of the results is shown (hit frequency here may not be typical).
